rad50 = NCI yeast anticancer drug screen, S. cerevisiae rad50 strain. % growth inhibition at 50 µM. hit rate 10% among 79,000. AID 155;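 further: 0% = growth of vehicle-only cultures of the same strain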
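Vehicle-treated cultures provide the reference for the growth inhibition reported for compound-exposed, repair-deficient yeast.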
mlh1 rad18 = NCI yeast anticancer drug screen, S. cerevisiae mlh1 rad18 strain; hit rate 11% among 79,000; growth inhibition, % at 50 µM;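 further: 0% = growth of vehicle-only cultures of the same strain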
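In this whole-cell yeast screen, a strain with altered DNA damage repair is challenged with compound, and its growth is measured against matched vehicle-treated controls.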
yeast sgs1 mgt1 = NCI yeast anticancer drug screen, S. cerevisiae sgs1 mgt1 strain | growth inhibition, % at 50 µM | hit rate 10% among 78,000 | AID 161;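 further: 0% = growth of vehicle-only cultures of the same strain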
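Yeast cells carrying a defined DNA-repair defect were exposed to test compounds. Growth inhibition was measured relative to vehicle-treated controls.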
bub3 = NCI yeast anticancer drug screen, S. cerevisiae bub3 mutant strain; hit rate 9.9% among 78,000; % growth inhibition at 50 µM; AID 167;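 further: 0% = growth of vehicle-only cultures of the same strain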
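Screening used yeast with an engineered genetic alteration affecting cell cycle control. Compound-exposed cultures were compared with vehicle cultures, and reduced growth was taken as inhibition.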
mec2-1 = NCI yeast anticancer drug screen, S. cerevisiae mec2-1 strain. % growth inhibition at 50 µM. hit rate 9% among 79,000. AID 157;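 further: 0% = growth of vehicle-only cultures of the same strain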
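Each compound was tested on mec2-1 yeast, a strain altered in DNA damage repair or cell cycle control. Growth inhibition is reported relative to vehicle.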
yeast cln2 rad14 = NCI yeast anticancer drug screen, S. cerevisiae cln2 rad14 strain; hit rate 8.3% among 78,000; % growth inhibition at 50 µM;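 further: 0% = growth of vehicle-only cultures of the same strain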
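Relative to vehicle controls, growth inhibition of compound-treated cln2 rad14 yeast was recorded.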
* = called active by the depositor; / = no result given; & = joins results of further samples. No stated cut-off is given here; in the data, active means growth inhibition above about 70%; inactive means the rest.

canonical_smiles,rad50,mlh1 rad18,yeast sgs1 mgt1,bub3,mec2-1,yeast cln2 rad14
CCC1(C(=O)OC)CCc2c(OC)ccc(OC)c2C1=O (centres undefined),-8.7,-46.8,0.1,-12.9,-9.3,3.2
COc1cc([N+](=O)[O-])c(C)cc1Br,3.5,9.4,4.5,-10.5,3.8,-18.3
CN(C)CCCNC(=O)c1cccc2ccccc12,-22.1,-36.1,-33.5,-24.4,-43.0,-21.9
CCOC(=O)NC(NC(=O)OCC)c1ccccc1[N+](=O)[O-],3.8,2.2,1.1,-18.0,-1.6,-59.9
CC(C)c1ccc(OC(=N)c2ccccc2)cc1,1.5,3.6,-9.4,7.8,-7.3,-4.0
C1CCCC2(CC1)CCNCC2,-4.9,-21.5,-24.7,-1.0,-4.4,-5.8
COc1ccc(C(=O)N/N=C/c2ccccc2)cc1,8.3,-18.1,-7.7,2.6,-10.8,6.8
Cc1c(-c2ccccc2)ccnc1/C=N/NC(=S)Nc1ccccc1,89.2*,93.8*,95.1*,95.7*,94.0*,92.1*
CCCCC1(CCS)C(=O)NC(=Nc2ccccc2)NC1=O (centres undefined),-0.9,-11.8,11.8,22.7,-4.0,-37.3
COC1OCCCC1OC(=O)c1ccccc1 (centres undefined),-5.2,1.3,2.2,4.5,-10.2,-8.3
O=C(O)CNC(=O)NNc1ccccc1,-4.8,-12.7,-11.0,-10.3,-7.6,28.3
CCCCCCCCCCCC(O)CN1CCOCC1 (centres undefined),98.4*,94.0*,43.8,98.8*,97.5*,91.5*
CSc1ccc2[nH]c3c(c2c1)CCNC3,-11.8,-29.8,-11.5,-19.9,-13.8,-56.8
CCN(CC)CCNc1ccc2ncn3c4c(OC)ccc(=O)c4c(O)c1c23,25.4,4.7,22.6,-13.1,19.9,-1.9
NC(=O)C1C2CC3C(C2O)C31C(N)=O (centres undefined),-13.1,-28.7,-14.0,-12.9,-4.0,-30.1
N#Cc1ccc(NC(=NCC(=O)O)Nc2ccc3ccccc3c2)cc1,-16.2,8.2,-14.6,-26.3,-30.6,25.8
CCCCCC[C@H]([C@H](C)O)n1cnc2c(N)ncnc21,-10.0,-3.6,6.0,-4.0,-17.0,10.4
S=c1[nH]c2cc3ccccc3cc2[nH]1,71.2*,67.6,68.8,68.9,45.6,43.6
CCCCC(CCCC)(C(=O)NC)c1ccccc1,3.9,-23.5,-4.5,17.1,6.7,-14.2
O=C(c1ccc(O)cc1)c1ccccc1O,63.8,51.6,44.4,17.9,37.2,-7.5
Nc1c(C(=O)N/N=C/c2ccccc2)sc(=S)n1-c1ccccc1,32.0,3.8,9.2,-22.8,13.9,6.1
CCCCC/C=N/Nc1nc(C)cc(=O)[nH]1,4.8,4.4,-8.9,-2.9,-5.6,15.7
COC[C@@H](N=CC(C)(C)C)C(C)C,6.3,-29.8,7.0,-5.5,-11.1,1.6
O=C1S/C(=C2\C(=O)N(CN3CCOCC3)c3ccccc32)C(=O)N1CN1CCOCC1,34.7,33.1,8.8,-6.0,7.8,9.3
Cc1cc(=O)[nH]c2c(C)cc(Cl)cc12,9.9,1.6,14.9,-18.4,-5.2,17.1

The final five compounds of the part before come first, to join the parts.
canonical_smiles,rad50,mlh1 rad18,yeast sgs1 mgt1,bub3,mec2-1,yeast cln2 rad14
Nc1c(C(=O)N/N=C/c2ccccc2)sc(=S)n1-c1ccccc1,32.0,3.8,9.2,-22.8,13.9,6.1
CCCCC/C=N/Nc1nc(C)cc(=O)[nH]1,4.8,4.4,-8.9,-2.9,-5.6,15.7
COC[C@@H](N=CC(C)(C)C)C(C)C,6.3,-29.8,7.0,-5.5,-11.1,1.6
O=C1S/C(=C2\C(=O)N(CN3CCOCC3)c3ccccc32)C(=O)N1CN1CCOCC1,34.7,33.1,8.8,-6.0,7.8,9.3
Cc1cc(=O)[nH]c2c(C)cc(Cl)cc12,9.9,1.6,14.9,-18.4,-5.2,17.1
CN(C)Cc1cc(O)c(O)c(CN(C)C)c1,-16.6,13.1,-8.4,-40.2,-19.9,5.4
OC1COc2c3ccccc3nn2C1 (centres undefined),-1.4,30.1,21.7,7.8,2.9,14.5
O=C(CCCC(=O)NO)NO,2.8&5.4,-37.4&2.6,-6.9&-1.3,-22.9&-5.0,0.6&-2.2,-26.6&-8.2
OC1COC(O)C(O)C1O (centres undefined),1.0,-6.4,0.7,-10.3,-39.8,12.0
COC(=O)CC(C)N(c1ccc(OC)cc1)S(=O)(=O)c1ccc(C)cc1 (centres undefined),18.4,10.3,14.3,17.6,4.0,-46.0
COC(/C=N/OC(=O)c1ccccc1)c1ccccc1 (centres undefined),41.5,24.5,60.5,-8.0,6.4,6.7
COc1ccccc1C(O)(c1ccccc1)C(O)(c1ccccc1)c1ccccc1OC (centres undefined),-20.1,-4.2,-20.2,-5.7,2.6,15.6
COc1ccc(C2=C(Cl)C(=O)N(c3ccccc3C)C(=O)C2(Cl)Cl)cc1,94.3*,97.7*,97.9*,94.1*,97.8*,85.4*
CCOC(=S)SC(=S)SC(=S)OCC,1.1,-22.2,2.6,-7.8,-27.1,-27.8
CCCCC1C/C=C/C=C/C=C/C=C/C(OC2OC(C)C(O)C(N)C2O)CC2OC(O)(CC(O)CC3OC3/C=C/C(=O)O1)CC(O)C2C(=O)O (centres undefined),30.6,11.2,2.8,-1.7,9.5,17.6
O=c1[nH]c2cc(Cl)ccc2nc1/C=C(\O)c1ccco1,7.5,13.3,-16.1,-33.6,-10.4,10.3
CC(C)OC(=O)NNc1c(Cl)cc(Cl)cc1Cl,2.8,24.9,15.2,93.2*,3.1,12.3
CCOc1ccc(Cc2nc3c([nH]2)c(=O)n(C)c(=O)n3C)cc1OCC,30.9,21.6,13.3,-8.1,9.3,5.2
COc1ccc(C(O)(CCN2CCOCC2)c2ccc3c(c2)OCO3)cc1 (centres undefined),-8.4,-0.3,-7.7,8.6,9.2,-47.4
CCCCCCCCCCCCCCCCOC(=O)C[n+]1ccc(C(N)=O)cc1,98.0*,98.2*,98.9*,93.0*,98.1*,69.3
C=C(C)CSC(=S)NNc1ccccc1,61.2,12.1,/,/,-5.8,/
NOCC(N)C(=O)O (centres undefined),-3.0,-8.1,2.1,-0.8,-13.6,-7.6
OCC1OC(n2c(=S)[nH]c3ccccc32)C(O)C1O (centres undefined),9.4,7.4,5.4,4.4,-0.9,1.2
CCCCCCCCCCCCCCCCCC1=NCCCN1CCO,96.8*,83.0*,40.0,61.1,87.5*,-41.6
Cc1cc(C2(c3cc(C)c(O)c4ncccc34)OC(=O)c3ccccc32)c2cccnc2c1O,84.6*,87.5*,50.6,66.0,85.5*,44.0
NCC(O)CO (centres undefined),3.4,2.9,0.6,-2.6,-13.6,-3.6
CCN1CCNC(c2ccccc2)C1(C)C (centres undefined),-2.4,3.4,-10.0,-6.0,-5.5,-15.7
C#CCn1cc(F)c(=O)n(CC#C)c1=O,-50.2,-2.0,-4.5,-0.1,-30.8,-33.9
COc1ccc(C2CC(=O)N(c3ncccn3)C(=O)C2)cc1,14.5,5.2,10.0,-12.3,8.4,-13.7
O=C(O)c1cc(=O)cc(C(=O)O)o1,6.5,1.1,3.1,-0.1,11.2,21.9

Next part (3 carried over from the part before).
canonical_smiles,rad50,mlh1 rad18,yeast sgs1 mgt1,bub3,mec2-1,yeast cln2 rad14
C#CCn1cc(F)c(=O)n(CC#C)c1=O,-50.2,-2.0,-4.5,-0.1,-30.8,-33.9
COc1ccc(C2CC(=O)N(c3ncccn3)C(=O)C2)cc1,14.5,5.2,10.0,-12.3,8.4,-13.7
O=C(O)c1cc(=O)cc(C(=O)O)o1,6.5,1.1,3.1,-0.1,11.2,21.9
COc1ccc(C(C)c2cc3c(cc2OC(C)=O)OCO3)cc1 (centres undefined),0.8,21.8,16.6,37.2,-3.3,-2.1
COc1ccc(-n2cnc3c(cnn3CN3CCCCC3)c2=O)cc1,-4.2,-2.1,-5.0,-2.8,-0.5,-37.9
CCOC(=O)C1=C2c3ccc4cc(OC)ccc4c3CCC2(C)C(=O)C1 (centres undefined),-19.1,-21.1,-2.5,-11.2,15.5,-21.1
CCCc1cc(=O)oc2c3c(c4c(c12)OC(C)(C)CC4)O[C@H](C)C(C)C3O (some centres undefined),24.8,35.0,11.6,47.6,11.6,26.1
Cc1nc(-c2ccccc2)ncc1C(O)CN1CCOCC1 (centres undefined),12.8,7.0,17.4,-23.0,11.2,13.7
CC1CCC2c3c([nH]c4ccccc34)C3C(=O)N(c4ccccc4)C(=O)C3C2C1 (centres undefined),-5.7,46.9,9.2,-3.2,5.3,-17.4
CCCCCc1[nH]c(=O)[nH]c(=O)c1S(=O)(=O)N1CCCCC1,0.1,18.2,18.7,25.9,28.4,3.4
CC(C)c1cc(C(C)C)c(S(=O)(=O)NN)c(C(C)C)c1,-10.4,-13.8,-11.4,0.7,-3.5,-24.1
CC(=O)Oc1ccc(CC(C(=O)O)c2ccccc2)cc1 (centres undefined),23.6,8.6,10.3,17.8,-0.1,12.6
Cc1ccc2c(c1)-c1c(c3c(c4c1-c1cc(C)ccc1CC4)C(=O)OC3=O)CC2,43.9,36.5,12.2,7.7,16.7,3.5
CC(=O)Nc1ccc(S(=O)(=O)N(CCO)CCO)cc1,15.2,91.2*,40.5,80.7*,98.5*,57.0
O=C1C(Cl)=C(Cl)C(=C2C(Cl)=C(Cl)C(=O)C(Cl)=C2Cl)C(Cl)=C1Cl,99.5*,99.4*,99.5*,99.5*,99.6*,99.0*
COC(=O)C1Cc2ccc(C)cc2C1=O (centres undefined),-37.7,-4.3,-1.9,15.4,-4.6,26.1
O=C(N/N=C/c1ccccc1)c1c(F)c(F)c(F)c(F)c1F,-27.6,0.6,-32.9,0.6,9.0,12.2
CC(=O)OCCc1ccc(CCc2ccccc2)cc1,40.3,62.6,18.6,67.7,18.6,-31.6
CC1(Br)S(=O)(=O)OCCOS1(=O)=O,-23.0,-42.5,-12.3,-24.2,-15.9,6.1
c1ccc([P+](C[P+](c2ccccc2)(c2ccccc2)c2ccccc2)(c2ccccc2)c2ccccc2)cc1,47.4,99.5*,58.4,99.7*,99.5*,99.4*
CCOc1ccc(NC=O)cc1,0.8,-11.3,5.2,18.5,8.4,-3.5
CC(C)(C)OC(=O)N/N=C(/N)c1ccccc1,-24.9,4.0,5.2,-5.5,-10.9,3.6
O=C(O)CCI,9.9,45.5,-5.5,16.2,-10.2,-2.4
O=C1NC(N2CCOCC2)=N/C1=C\c1ccc(O)cc1,23.9,-42.6,-34.9,-30.6,-6.8,7.3
COc1cc(C2=C3C(=O)OC[C@@H]3Cc3cc4c(cc32)OCO4)cc(OC)c1OC,9.8,8.8,4.6,1.2,-1.4,-8.5
CN(C)P(=O)(Nc1ccc(Cl)cc1)Nc1ccc(Cl)cc1,11.7,7.5,2.1,12.7,-1.9,3.9
CN(C)CCCNC(=O)N/N=C/c1ccccc1,13.9,-21.1,-13.8,-39.7,-13.8,-6.3
COc1ccc(-c2cc(-c3ccc(C)cc3)n(C3OC(COC(C)=O)C(OC(C)=O)C(OC(C)=O)C3OC(C)=O)c(=S)c2C#N)cc1 (centres undefined),-10.6,4.4,-10.3,-2.0,-11.2,16.9

(cont.)
canonical_smiles,rad50,mlh1 rad18,yeast sgs1 mgt1,bub3,mec2-1,yeast cln2 rad14
O=C(/C=C/c1ccccc1)Nc1ccccc1SCCCCl,44.2,-3.6,18.6,25.9,26.9,23.6
O=C(/C=C\c1cccc2ccccc12)c1ccc2ccccc2c1,16.4,17.8,27.9,8.3,15.1,18.6
CCCCCCCCCCC1OCC(C)(C)CO1,10.3,11.4,17.4,1.6,-12.2,-7.5
Cc1cccc2c1Oc1ccccc1C2N1C(=O)/C(=C/c2ccccc2Cl)SC1=S (centres undefined),60.1,64.2,38.4,12.6,29.1,16.4
COc1ccccc1NC(=S)N/N=C\c1cc(N=Nc2ccccc2)cc(OC)c1O,33.7,49.2,38.9,-0.8,26.8,30.4
O=C1C2C3C=C4c5ccccc5N(c5ccccc5)C4([C@@H]2C(=O)N1c1ccc(F)cc1)[C@H]1C(=O)N(c2ccc(F)cc2)C(=O)[C@@H]31 (some centres undefined),35.0,34.9,11.5,21.4,23.6,40.1
O=C(Nc1ccccc1Cl)c1cnccn1,8.7,3.5,8.0,1.6,14.7,16.1
O=c1[nH]cc(F)c(=S)[nH]1,-9.8,-23.9,-5.9,6.2,-16.5,-16.4
